DT40 TDP1 CPT = DT40-hTDP1 cell growth loss with CPT; chicken DT40 Tdp1-/-;hTDP1 cells + 20 nM CPT, ATP luminescence, 48 h; 420,000 compounds, 12% hits; Potency, µM (doses to about 46.2 µM), without a hit: at the highest dose activity change, negative = growth inhibition, most hits filed as inhibitors; also: nearly all actives have a fitted effect of over 55% in size
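Cell growth measured by CellTiter-Glo luminescence after a minimum 48 h, 37 C compound exposure with 20 nM CPT in Tdp1-knockout DT40 cells stably expressing hTDP1, seeded 400/well; qHTS titration format.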
TDP1 cell noCPT = qHTS for Inhibitors of human tyrosyl-DNA phosphodiesterase 1 (TDP1): qHTS in cells in absence of CPT; DT40 Tdp1-/- hTDP1 cells, no CPT, ATP luminescence, 48 h; Potency, µM (doses to about 46.2 µM), for the others: top-dose activity change, negative = growth inhibition, actives largely listed as inhibitors; 420,000 compounds, 15% hits; also: nearly all actives have a fitted effect of over 55% in size
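Chicken DT40 Tdp1-/- cells stably complemented with human TDP1 were seeded at 400 cells/well with DMSO in place of 20 nM camptothecin. After compound pinning, cells grew at least 48 hr at 37 °C; viability read by CellTiter-Glo luminescence.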
GCN5L2 inh = blocks human GCN5L2 histone acetyltransferase | AID 504327 | GCN5L2 HAT assay, ThioGlo1 CoA-SH fluorescence | Q92830 | 390,000 compounds, 0.21% hits | Potency, µM (top dose mostly 58.9 µM), without a hit: top-dose activity change, negative = inhibition, hits mostly inhibitors
Target sequence (Q92830 whole entry, looked up): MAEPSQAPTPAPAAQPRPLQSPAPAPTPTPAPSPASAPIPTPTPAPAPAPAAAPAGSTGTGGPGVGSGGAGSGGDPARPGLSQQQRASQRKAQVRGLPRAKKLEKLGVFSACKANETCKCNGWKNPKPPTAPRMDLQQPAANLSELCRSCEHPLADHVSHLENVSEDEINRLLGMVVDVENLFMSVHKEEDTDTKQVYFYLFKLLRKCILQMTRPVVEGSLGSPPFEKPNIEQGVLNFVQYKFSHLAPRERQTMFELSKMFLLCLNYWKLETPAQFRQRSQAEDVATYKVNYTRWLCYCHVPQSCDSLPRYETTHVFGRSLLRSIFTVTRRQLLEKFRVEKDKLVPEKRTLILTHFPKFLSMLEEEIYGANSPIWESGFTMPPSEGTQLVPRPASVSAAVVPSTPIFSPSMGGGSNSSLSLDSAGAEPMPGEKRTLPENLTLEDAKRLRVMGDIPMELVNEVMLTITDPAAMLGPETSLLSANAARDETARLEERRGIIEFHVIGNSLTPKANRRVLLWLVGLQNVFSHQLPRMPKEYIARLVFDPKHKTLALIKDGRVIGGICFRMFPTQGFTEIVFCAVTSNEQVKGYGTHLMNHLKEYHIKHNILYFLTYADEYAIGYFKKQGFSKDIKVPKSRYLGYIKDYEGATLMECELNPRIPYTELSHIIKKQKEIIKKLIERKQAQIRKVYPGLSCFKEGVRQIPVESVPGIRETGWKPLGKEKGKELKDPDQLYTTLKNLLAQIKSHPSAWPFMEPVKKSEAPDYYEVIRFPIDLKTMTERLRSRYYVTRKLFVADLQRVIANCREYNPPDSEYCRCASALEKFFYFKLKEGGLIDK
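GCN5L2 (20nM final) in 50mM HEPES, 0.1mM EDTA pH 7.5, 0.01% Tween-20 was preincubated 15 min at room temperature with compound, then given ThioGlo1 (50uM), H3(1-25) peptide (75uM) and acetyl-CoA (70uM); CoA-thiol fluorescence (Ex340/Em540) was read at 0 and 20 min.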
The depositor's hits bear a star; ? = inconclusive; . = no result given; [ ] = another dose, or the depositor's remark. Calls follow the shape of the dose curve; as a rule, active = well fitted curve in the direction sought with a large enough effect; inconclusive = small, poorly fitted or top-dose-only effect, or another doubt; inactive = no such curve, though single readings can be large; an effect the other way counts as inactive or inconclusive. % is scaled to controls: 0 for no effect and ±100 for the full control effect; potency is read from the fitted curve at half-maximal effect.

SMILES | DT40 TDP1 CPT | TDP1 cell noCPT | GCN5L2 inh
Cn1c(=O)c2[nH]c(CCCCc3nc4ccccc4[nH]3)nc2n(C)c1=O | 4% | -11% | .
COc1ccc2c(c1)CC/C(=C\c1ccc(OC)c(Cn3nc(C)cc3C)c1)C2=O | 16µM* | 18µM* | -2%[0.501 µM]
Cc1ccc(NC(=O)CCn2nc(C)c(S(=O)(=O)N3CCCCC3)c2C)cc1Cl | ? | 16µM* | 10%
O=C(NCCCCc1ccccc1)c1ccccc1Cl | 8% | 2% | -6%
Cc1ccccc1CNC(=O)C(=O)Nc1nccs1 | -15% | -11% | 1%
COC(=O)Cc1ccc(OC2(C)CCN(Cc3ccc4c(c3)OCCO4)C2)cc1 (centres undefined) | ? | ? | .
CC(=O)N1C(=O)NC2=C(C(=O)CCC2)C1c1cccc([N+](=O)[O-])c1 (centres undefined) | -2% | -15% | -1%
O=C(O)c1nnsc1-c1csnn1 | 6% | -10% | .
CC1=C(C(=O)OCC2CCCO2)C(c2coc3ccccc3c2=O)C2=C(CC(C)(C)CC2=O)N1 (centres undefined) | -6% | -17% | -4%
Cc1ccccc1OCC(=O)Nc1ccccc1NC(=O)c1ccco1 | 7% | -29% | -2%
O=C(CNC(=O)c1ccccc1Cl)N/N=C/C=C/c1ccccc1 | 3% | 6% | ?
COc1cccc(-n2c(SCC(=O)Nc3cccc(Cl)c3)nc3c(oc4ccccc43)c2=O)c1 | ? | -5% | -5%
COc1cccc(NC(=O)c2nn(C)c(C(=O)Nc3cccc(OC)c3)c2[N+](=O)[O-])c1 | 4% | -24% | -4%
O=C(COC(=O)c1ccc(O)cc1)Nc1cccc(S(=O)(=O)N2CCCCC2)c1 | ? | -27% | -5%
O=C(NCC1CC1)c1ccc(Nc2nc3ccc(Br)cc3[nH]2)cc1 | ? | ? | -26%
CC1CCCCN1C(=O)c1cccc(NC(=O)c2ccccc2)c1 (centres undefined) | -2% | -23% | 1%
O=C(NC1CCCC1)C1CCC(=O)N1C1CCCC1 (centres undefined) | -9% | -11% | -8%
O=C(Nc1cc(C(F)(F)F)ccc1N1CCOCC1)c1cccnc1Cl | -27% | ? | 3%
OC(CNCc1ccccc1)Cn1ccc2ccccc21 (centres undefined) | -19% | -8% | 2%
Cc1ccccc1C(=O)N1CCN(c2ccc(NC(=O)c3ccc4c(c3)OCCO4)cc2)CC1 | ? | 23µM* | 0%

An excerpt of these results, as comma-separated lines.
SMILES,DT40 TDP1 CPT,TDP1 cell noCPT,GCN5L2 inh
COc1cccc(-n2c(SCC(=O)Nc3cccc(Cl)c3)nc3c(oc4ccccc43)c2=O)c1,?,-5%,-5%
COc1cccc(NC(=O)c2nn(C)c(C(=O)Nc3cccc(OC)c3)c2[N+](=O)[O-])c1,4%,-24%,-4%
O=C(COC(=O)c1ccc(O)cc1)Nc1cccc(S(=O)(=O)N2CCCCC2)c1,?,-27%,-5%
O=C(NCC1CC1)c1ccc(Nc2nc3ccc(Br)cc3[nH]2)cc1,?,?,-26%

Continued.
SMILES | DT40 TDP1 CPT | TDP1 cell noCPT | GCN5L2 inh
O=C1c2ccccc2C(=O)N1CCCc1c[nH]c2ccccc12 | 4% | -3% | -9%
CCOC(=O)N1CCC(Nc2nc(OC)nc(OC)n2)CC1 | ? | -5% | -1%
Cn1cc(CN2CCC(C(=O)Nc3cccc(-c4cscn4)c3)CC2)cn1 | -18% | 2% | -3%
CC(C)CCN(Cc1ccco1)C(=O)c1cc2c(Cl)nc3ccccc3c2s1 | ? | 16µM* | -14%
CN(C(=O)COC(=O)c1ccc2c(c1)OCO2)C1CCCCC1 | -16% | -14% | 1%
CCN(CC(=O)Nc1c(F)cccc1F)C(=O)/C=C/c1ccc(Br)s1 | ? | -26% | -6%
O=C(Nc1ccc(C(=O)Nc2ccccc2Cl)cc1)c1cccnc1 | -22% | -28% | -4%
O=C(NNC(=S)Nc1ccccc1Cl)c1ccccc1 | 0% | -1% | -20%
O=C(CCCCn1c(=O)[nH]c2ccsc2c1=O)NCCc1ccccc1 | 4% | -3% | -3%
c1ncc(-c2ccoc2)c(NC2CC2)n1 | -27% | -9% | ?
Cc1c(Cl)cccc1NC(=O)C(CCS(C)(=O)=O)N1Cc2ccccc2C1=O (centres undefined) | ? | -38% | 1%
COCc1nnc(NC(=O)c2ccc(S(=O)(=O)N(C)Cc3ccccc3)cc2)o1 | ? | ? | -7%
CCSc1nnc(NC(=O)c2cnccn2)s1 | -3% | -4% | -1%
CCN(c1ccccc1)S(=O)(=O)c1cccc(C(=O)NCC(c2ccc(F)cc2)N2CCOCC2)c1 (centres undefined) | 23µM* | 10µM* | .
COC(=O)CSc1nc2ccc(N)cc2s1 | 13% | 1% | -5%
CC1(C)CC2(CCO1)CNC(=O)O2 (centres undefined) | -25% | -7% | -1%
O=[N+]([O-])c1cc(S(=O)(=O)N2CCOCC2)ccc1NS(=O)(=O)c1ccccc1 | 21% | -22% | 2%
CC1(c2nnc(-c3ccc(F)cc3)o2)CC(c2cccnc2)=NO1 (centres undefined) | -8% | -9% | .
CCCCCCCCCC(=O)OCC(CO)OC(=O)CCCCCCCCC (centres undefined) | 0%[4.12 µM] | 5%[4.12 µM] | -11%
C=CCC[C@H](Cc1ccc(F)cc1)C(=O)OC[C@@H](NC(=O)[C@@H](CC=C)CC(=O)N(CCO)Cc1ccccc1)C(C)(C)C | 26µM* | ? | -14%
COc1cc(OC)c(C2N(c3ccc(Cl)cc3)C(=O)C3CCCN32)cc1OC (centres undefined) | -3% | -24% | -8%
COc1ccccc1-c1ccnc(-n2ncc(C(=O)NCCc3cccnc3)c2C)n1 | 4%[9.04 µM] | -2% | .
COc1ccccc1N1CCN(CC(O)COc2cc(C)cc(C)c2)CC1 (centres undefined) | ? | ? | -6%
COC(=O)CNC(=O)CSc1nnc(C)c(=O)[nH]1 | -3% | -1% | -1%
Cc1cccc(Nc2nc(C)nc3c2oc2ccccc23)c1 | 16µM* | ? | -12%
CCOc1ccc(C(=O)NC2CCN(C(=O)Nc3ccc(F)cc3)CC2)cc1 | 11% | -12% | 2%
CC(=O)Nc1c(C(=O)Nc2ccccc2F)oc2ccccc12 | -16% | ? | -1%
Cc1occc1C(=O)NNS(=O)(=O)c1ccc([N+](=O)[O-])cc1 | -11% | -1% | -4%
CCN1C[C@@H]2[C@@H]3C(=O)N(C)C(=O)[C@@H]3[C@](C)(C1=O)N2C(=O)c1ccc(C(F)(F)F)cc1 | -16% | -8% | .
Cc1c(NC(=O)c2ccccc2)cc(C(C)C)c(O)c1S(=O)(=O)c1ccc(Cl)cc1 | 21µM* | ? | -10%
CCOC(=O)CSc1nc2ccc(NC(=O)c3ccccc3F)cc2s1 | -21% | -9% | -11%
CC1(C(=O)NS(=O)(=O)c2ccc3c(c2)CCO3)CCN1C(=O)COc1ccc(Cl)cc1 (centres undefined) | -2% | -21% | .
Cc1cc(Nc2ccc(C)c(C)c2)c2ccccc2n1 | ? | ? | -1%
NS(=O)(=O)c1ccc(NC(=S)NC(=O)c2ccc3c(c2)OCO3)cc1 | 23% | 0% | -4%
COc1ccc2cc3cc(C(=O)N4CCN(c5ccccn5)CC4)oc3nc2c1 | ? | 18µM* | -10%
CN1CCN(S(=O)(=O)c2ccc(NC(=O)COc3ccccc3)cc2)CC1 | -10% | -22% | -5%
CCNC(=O)N1CCC(n2nccc2NC(=O)CCCc2ccccc2)CC1 | 5% | 31%[activator] | -30%
CC(=O)c1cccc(-c2ccnc3c2CC(C(=O)Nc2cccc(NS(C)(=O)=O)c2)O3)c1 (centres undefined) | 15µM* | 9.2µM* | .
Cc1ccc(C)c(N2N=C(C(=O)Nc3ccc(S(=O)(=O)N4CCCC4)cc3)CCC2=O)c1 | ? | ? | -24%
Cc1ccc(C(=O)N/C(=C\c2ccccc2)C(=O)NCc2cccnc2)cc1 | ? | ? | 0%
Cc1ccc(C)c(NC(=O)CCc2ccc(S(=O)(=O)NC3CCCCC3)cc2)c1 | ? | ? | -5%
Cc1ccc(N2C(=O)NC(NS(=O)(=O)c3ccc(C)cc3)(C(F)(F)F)C2=O)cc1 (centres undefined) | 4% | ? | -3%
CCCC(=O)NC(c1ccccc1)c1ccc2cccnc2c1O (centres undefined) | 3.7µM* | 1.5µM* | 2%
O=C(/C=N/O)Nc1ccccc1 | 14% | -4% | -1%
COC(=O)C1CCN(C(c2ccc(OC)c(OC)c2)c2sc3nc(C)nn3c2O)CC1 (centres undefined) | -5% | 0% | -4%
O=C(/C=C/c1ccccc1)Nc1cccc(C(=O)NCCCCc2ccccc2)c1 | ? | 18µM* | .
COCCSc1nnc(-c2cnccn2)o1 | 2% | 0% | -4%
Cc1cc(C)c2cc(C#N)c(NCCNC(=O)c3ccncc3)nc2c1 | ? | -26% | .
CCCN(c1ccccc1F)S(=O)(=O)c1c[nH]c(C(=O)OC)c1 | -20% | 2% | -4%
CCN1CCN(Cc2nc3cc(NC(=O)COc4ccc([N+](=O)[O-])cc4)ccc3n2C)CC1 | ? | -12% | -1%
O=C1c2[nH]nc(-c3ccccc3O)c2C(c2ccc(F)cc2)N1Cc1ccco1 (centres undefined) | 18µM* | 16µM* | -14%
CCOc1ccccc1N1CCN(C(=O)Cc2ccc(S(=O)(=O)N3CCOCC3)s2)CC1 | ? | 21µM* | 5%
COc1cc(C2c3c(oc4ccc(F)cc4c3=O)C(=O)N2c2nc(C)c(C)s2)cc(OC)c1OC (centres undefined) | 7% | -1% | 0%
COc1ccccc1NC(=O)Cn1c(CCC(=O)O)ccc1-c1ccccc1 | -8% | -26% | 0%
COC(=O)C[C@@H]1C=C[C@H](NC(=O)Nc2ccc(OC)cc2)[C@@H](CO)O1 | -1% | 0% | .
Cc1c(CCC(=O)NCCCCCC(=O)O)c(=O)oc2c(C)c3oc4c(c3cc12)CCCC4 | -14% | -29% | -15%
COc1ccc(NC(=O)NNC(=O)COc2ccc([N+](=O)[O-])c(C)c2)cc1OC | 6% | -2% | -6%

Entries above containing an aryl methoxy group:
SMILES | DT40 TDP1 CPT | TDP1 cell noCPT | GCN5L2 inh
COc1ccc2c(c1)CC/C(=C\c1ccc(OC)c(Cn3nc(C)cc3C)c1)C2=O | 16µM* | 18µM* | -2%[0.501 µM]
COc1cccc(-n2c(SCC(=O)Nc3cccc(Cl)c3)nc3c(oc4ccccc43)c2=O)c1 | ? | -5% | -5%
COc1cccc(NC(=O)c2nn(C)c(C(=O)Nc3cccc(OC)c3)c2[N+](=O)[O-])c1 | 4% | -24% | -4%
CCOC(=O)N1CCC(Nc2nc(OC)nc(OC)n2)CC1 | ? | -5% | -1%
COc1cc(OC)c(C2N(c3ccc(Cl)cc3)C(=O)C3CCCN32)cc1OC (centres undefined) | -3% | -24% | -8%
COc1ccccc1-c1ccnc(-n2ncc(C(=O)NCCc3cccnc3)c2C)n1 | 4%[9.04 µM] | -2% | .
COc1ccccc1N1CCN(CC(O)COc2cc(C)cc(C)c2)CC1 (centres undefined) | ? | ? | -6%
COc1ccc2cc3cc(C(=O)N4CCN(c5ccccn5)CC4)oc3nc2c1 | ? | 18µM* | -10%
COC(=O)C1CCN(C(c2ccc(OC)c(OC)c2)c2sc3nc(C)nn3c2O)CC1 (centres undefined) | -5% | 0% | -4%
COc1cc(C2c3c(oc4ccc(F)cc4c3=O)C(=O)N2c2nc(C)c(C)s2)cc(OC)c1OC (centres undefined) | 7% | -1% | 0%
COc1ccccc1NC(=O)Cn1c(CCC(=O)O)ccc1-c1ccccc1 | -8% | -26% | 0%
COC(=O)C[C@@H]1C=C[C@H](NC(=O)Nc2ccc(OC)cc2)[C@@H](CO)O1 | -1% | 0% | .
COc1ccc(NC(=O)NNC(=O)COc2ccc([N+](=O)[O-])c(C)c2)cc1OC | 6% | -2% | -6%

Compound activity as filed in PubChem BioAssay.

The list is partial. The share of hits here may be higher or lower than overall.
